# TRPV1 agonist: HTS Assay for Compounds that Act as Agonists of the Vanilloid Receptor 1; AID 540275, 2011; TRPV1-expressing cells, Fluo-8 calcium influx, agonist mode; activation, % at 8.33 µM; Transient receptor potential cation channel subfamily V member 1 (Homo sapiens), Q8NER1; 320,000 compounds, 0.19% hits; in the data active = activation above about 80%; inconclusive = between about 30% and that limit; note: 0% is about no effect
#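 Cells expressing TRPV1 were dye-loaded with Fluo-8 and read kinetically: 10 s baseline, 3 min after compound (agonist portion), then 2 min after EC20 capsaicin (allosteric enhancer portion). Calcium-bound dye fluorescence at 480/520 nm.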
# KCNH2 WT inh: qHTS for Inhibitors of KCHN2 3.1: Wildtype qHTS; Voltage-gated inwardly rectifying potassium channel KCNH2 (Homo sapiens), Q12809; U2OS, BacMam KCNH2, thallium flux FluxOr; active compounds read low; activity change, % at 1.84 µM; 340,000 compounds, 0.37% hits; AID 720551, 2013;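 active = maximum activity change below -70%; inconclusive = maximum activity change between -70% and -50%; inactive = maximum activity change above -50%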; note: % is set by controls: 0 for no effect and ±100 for the full control effect
#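 U2OS cells were transduced with wild-type KCNH2 virus (2.03 x 10^8 / mL) for 4 h at room temperature, then cultured overnight at 37 C. Thallium flux was read with FluxOr dye. Rate constants were normalized to DMSO controls.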
# CXXC DNA block: qHTS Fluorescence Polarization Assay for Inhibitors of MLL CXXC domain - DNA interaction | Histone-lysine N-methyltransferase 2A (Homo sapiens), Q03164 | MLL-CXXC / FITC-HOXA9 DNA fluorescence polarization | Potency, µM (doses to about 115 µM), for inactives: top-dose activity change, negative = inhibition, most hits filed as inhibitors | 290,000 compounds, 0.037% hits; active = well fitted inhibition curve with a large enough effect in the polarisation, with a control signal flat, not every such curve was filed as active; inconclusive = small, poorly fitted or top-dose-only effect, or effect the other way, or a change in a side signal; inactive = no such curve, though single readings can be large or run the other way; the % refers to the polarisation; note: potency is the fitted concentration of half-maximal effect
#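 Purified MLL-CXXC (added from a 7 uM solution) was preincubated 5 min at ambient with pinned compounds in 50 mM Tris-HCl pH 7.5, 50 mM NaCl, 1 mM DTT, 0.05% BSA. Fluorescein-labeled HOX-A9 DNA (50 nM solution) followed, 30 min, then polarization read.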
# Giardia killer: Small Molecules that selectively kill Giardia lamblia: qHTS. Giardia lamblia trophozoite viability. activity change, % at 7.66 µM, hits read low. 340,000 compounds, 0.15% hits. AID 540267, 2011; in the data active = activity change below about -80%; inconclusive = between about -30% and that limit;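 note: parasites exposed to compound for two days anaerobically before the ATP read; % is set by controls: 0 for no effect and ±100 for the full control effect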
#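 Killing of trophozoites was scored by loss of ATP luminescence after a 48 hrs anaerobic exposure to compounds at 37 deg C, using 100 cells per well.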
# Coupling enz: qHTS Assay for Inhibitors of Fructose-1,6-bisphosphate Aldolase from Giardia Lamblia: Coupling assay counterscreen | coupling enzyme system counterscreen, AmpLite Red fluorescence | activity change, negative = inhibition, % at 58.2 µM, hits read low | 290,000 compounds, 0.67% hits; in the data active = activity change below about -30%; note: % is set by controls: 0 for no effect and ±100 for the full control effect
#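 Compounds tested against the coupling enzymes alone at 57.5 uM final; readout was AmpLite Red fluorescence (525/598 nm) after 20 min at RT.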
# Menin-MLL TR inh: qHTS Assay for Inhibitors Targeting the Menin-MLL Interaction in MLL Related Leukemias: Competition With Texas Red Labeled MLL-derived Mutant Peptide. Potency, µM (top dose mostly 61.6 µM), without a hit: at the top dose FP activity change, negative = inhibition, most hits filed as inhibitors. Menin + Texas Red MLL mutant peptide, fluorescence polarization. 270,000 compounds, 0.23% hits. O00255; active = well fitted inhibition curve with a large enough effect in the polarisation, with a control signal flat, not every such curve was filed as active; inconclusive = small, poorly fitted or top-dose-only effect, or effect the other way, or a change in a side signal; inactive = no such curve, though single readings can be large or run the other way; the % refers to the polarisation; note: potency is the fitted concentration of half-maximal effect; % of control where 0% means no effect; many of its hits are not listed in these tables
# KCNH2 3.1 inh: qHTS for Inhibitors of KCHN2 3.1: Mutant qHTS; Potassium voltage-gated channel subfamily H member 2, brain isoform KCNH2 3.1 (human); U2OS KCNH2 3.1, thallium flux FluxOr; active compounds read low; activity change, % (tested at about 1.8 µM); 340,000 compounds, 0.95% hits;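 active = maximum activity change below -70%; inconclusive = maximum activity change from -70% to -50%; inactive = maximum activity change above -50%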;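 note: thallium influx rate constant from kinetic fluorescence after stimulation buffer; % is set by controls: 0 for no effect and ±100 for the full control effect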
#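 Thallium flux via FluxOr fluorescence (Red40 quencher, 45 min loading) in U2OS cells virally expressing the KCNH2 3.1 isoform (1.77 x 10^8 /mL virus, overnight at 37 C). Rate constants from 2-min kinetic reads post-stimulation, normalised to positive and negative controls.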
# PKM2 act: qHTS Assay for Activators of Human Muscle isoform 2 Pyruvate Kinase; purified PKM2, Kinase-Glo ATP luminescence, activation; response scale: 0% is enzyme alone, no compound; Potency, µM (series often up to 57.5 µM), for the others: top-dose activation, hits mostly activators; 260,000 compounds, 0.34% hits; AID 1631, 2009; note: potency is the fitted concentration of half-maximal effect; % is set by controls: 0 for no effect and ±100 for the full control effect; nearly all actives have a fitted effect of over 55% in size
# Target sequence (P14618 whole entry, looked up, canonical isoform): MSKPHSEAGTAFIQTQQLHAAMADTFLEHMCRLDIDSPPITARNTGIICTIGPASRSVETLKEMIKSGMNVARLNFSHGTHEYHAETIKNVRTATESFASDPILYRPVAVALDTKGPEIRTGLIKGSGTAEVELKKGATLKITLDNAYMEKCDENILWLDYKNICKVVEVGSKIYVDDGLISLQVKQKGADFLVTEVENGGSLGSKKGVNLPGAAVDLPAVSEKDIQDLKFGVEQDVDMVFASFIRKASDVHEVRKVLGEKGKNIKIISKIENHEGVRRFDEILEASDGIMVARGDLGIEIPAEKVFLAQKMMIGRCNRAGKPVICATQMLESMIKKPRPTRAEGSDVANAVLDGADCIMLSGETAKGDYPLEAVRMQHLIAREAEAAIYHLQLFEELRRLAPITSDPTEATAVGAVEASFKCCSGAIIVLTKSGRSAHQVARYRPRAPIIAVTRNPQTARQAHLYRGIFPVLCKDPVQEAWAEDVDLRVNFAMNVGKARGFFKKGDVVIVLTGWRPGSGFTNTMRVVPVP
#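 Kinase-Glo luminescence reports ATP generated from ADP (0.1 mM) and PEP (0.5 mM) by purified hPK-M2 after 1 h at room temperature, pH 7.2 imidazole buffer; intermediate enzyme activity allows detecting inhibitors and activators.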
# B2AR arrestin: qHTS assay of beta-arrestin-biased ligands of beta2-adrenergic receptor | beta-arrestin recruitment to beta2AR, cell-based reporter | Beta-2 adrenergic receptor (Homo sapiens), P07550 | Potency, µM (highest dose often 46.1 µM), without a hit: at the highest dose activation, hits mostly activators | 330,000 compounds, 0.02% hits;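 note: potency is the fitted concentration of half-maximal effect; 0% = DMSO controls and full agonism = EC100 isoproterenol or metaproterenol; nearly all actives have a fitted effect of over 65% in size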
# Target sequence (P07550 whole entry, looked up): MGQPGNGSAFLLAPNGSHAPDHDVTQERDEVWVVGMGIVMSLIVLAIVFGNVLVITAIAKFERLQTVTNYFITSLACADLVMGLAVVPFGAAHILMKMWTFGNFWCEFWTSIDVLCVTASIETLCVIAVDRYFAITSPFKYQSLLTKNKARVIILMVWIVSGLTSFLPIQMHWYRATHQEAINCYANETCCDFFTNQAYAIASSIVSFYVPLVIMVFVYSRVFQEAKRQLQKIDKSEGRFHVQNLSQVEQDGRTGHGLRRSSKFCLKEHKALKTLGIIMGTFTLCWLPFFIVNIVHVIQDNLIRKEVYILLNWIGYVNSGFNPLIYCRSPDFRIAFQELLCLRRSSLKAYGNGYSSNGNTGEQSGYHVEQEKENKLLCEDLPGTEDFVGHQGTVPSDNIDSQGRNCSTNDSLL
# GALK inhibitor: qHTS Assay for Inhibitors of Human Galactokinase (GALK) | P51570 | Purified GALK, Kinase-Glo residual ATP luminescence | Potency, µM (series often up to 57.5 µM), for inactives: at the top dose activity change, negative = inhibition, hits mostly inhibitors | 270,000 compounds, 0.007% hits | AID 1868, 2009; note: potency is the fitted concentration of half-maximal effect; % is set by controls: 0 for no effect and ±100 for the full control effect
#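 Kinase-Glo Plus luminescence measured ATP left after a 1 h room-temperature reaction. The reaction used 5 nM GALK, 100 uM galactose and 35 uM ATP at pH 8.0 (20 mM HEPES, 5 mM MgCl2, 60 mM NaCl, 1 mM DTT, 0.01% BSA).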
# USP2a block: qHTS Assay for Inhibitors of Ubiquitin-specific Protease USP2a Using CHOP2 as the Reporter. USP2 core, Ub-CHOP2 coupled fluorogenic reporter, 485/531. Potency, µM (highest dose often 38.3 µM), inactives show top-dose activity change, negative = inhibition, actives largely listed as inhibitors. Ubiquitin carboxyl-terminal hydrolase 2 (Homo sapiens), O75604. AID 463254, 2010. 330,000 compounds, 0.01% hits;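 note: potency is the fitted concentration of half-maximal effect; plate controls were DMSO wells for no effect and full inhibition by NEM control for full effect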
#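 Cell-free coupled assay: 10nM USP2 core preincubated 30min RT with compound in Tris-HCl pH 8.0/CaCl2/CHAPS buffer, then 25nM Ub-CHOP2 and 25nM reporter substrate; fluorescence (Ex 485/Em 531) read after 60min RT, normalized to NEM inhibition, concentration-response curves fitted.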
# * marks the source's active call; other numbers are inactive results; i = inactive; ? = inconclusive; nt = not tested or not shown; [ ] = dose if it differs, or a comment. Unless noted, calls come from the whole dose curve; as a rule, active = well fitted curve in the direction sought with a large enough effect; inconclusive = small, poorly fitted or top-dose-only effect, or another doubt; inactive = no such curve, though single readings can be large; an effect the other way counts as inactive or inconclusive. Only part of the results is shown; rates above refer to the full screens.
# The opening three entries, to show the layout:
SMILES,TRPV1 agonist,KCNH2 WT inh,CXXC DNA block,Giardia killer,Coupling enz,Menin-MLL TR inh,KCNH2 3.1 inh,PKM2 act,B2AR arrestin,GALK inhibitor,USP2a block
CCOC(=O)c1cnc(SCc2nc(N)nc(Nc3ccccc3OC)n2)nc1N,-4,nt,13%,nt,0,-3%,nt,-1%,0.2%,-2%,1%
Cc1ccc(-n2c(C)cc(C3N=C(N)Nc4nc5ccccc5n43)c2C)c(C)c1 (stereo unspecified),-2,2,?,-7,0,2%,-10,0%,0.1%,-1%,-6%
O=[N+]([O-])c1cc(/C=N/N2CCN(C3c4ccccc4-c4ccccc43)CC2)ccc1Cl,-2,7,18%,-2,nt,-5%,-2,4%,-0.7%,1%,0%

# This part in full (from the top)
SMILES,TRPV1 agonist,KCNH2 WT inh,CXXC DNA block,Giardia killer,Coupling enz,Menin-MLL TR inh,KCNH2 3.1 inh,PKM2 act,B2AR arrestin,GALK inhibitor,USP2a block
CCOC(=O)c1cnc(SCc2nc(N)nc(Nc3ccccc3OC)n2)nc1N,-4,nt,13%,nt,0,-3%,nt,-1%,0.2%,-2%,1%
Cc1ccc(-n2c(C)cc(C3N=C(N)Nc4nc5ccccc5n43)c2C)c(C)c1 (stereo unspecified),-2,2,?,-7,0,2%,-10,0%,0.1%,-1%,-6%
O=[N+]([O-])c1cc(/C=N/N2CCN(C3c4ccccc4-c4ccccc43)CC2)ccc1Cl,-2,7,18%,-2,nt,-5%,-2,4%,-0.7%,1%,0%
Cc1nc(C)c(-c2ccn(C(=O)NC(C)C)n2)s1,6,3,3%,-3,0,nt,15,0%,0.4%,-2%,-1%
CCOC(=O)CSc1nc(NCc2ccco2)c2ccccc2n1,0,6,5%,-17,1,-8%,-1,-1%,-0.2%,-2%,3%
COc1ccc(S(=O)(=O)NCCC(=O)N2CCCC2)cc1N(C)S(C)(=O)=O,-2,-22,18%,2,1,0%,-1,-1%,-0.5%,-1%,3%
COc1ccc(C(=O)NCCc2ccccc2)cc1[N+](=O)[O-],?,-8,3%,4,2,17%,2,1%[11.5 µM],-0.1%,7%,1%
COc1ccc(Br)cc1CN(C)CC(=O)NCCc1ccc(S(N)(=O)=O)cc1,?,0,11%,4,-1,?,2,nt,0.3%,5%,6%
CN(Cc1cccs1)C(=O)c1cc(S(=O)(=O)N2CCOCC2)ccc1F,4,-2,nt,-10,nt,nt,-9,nt,-0.9%,nt,0%
COc1cccc(-c2sc3ccc(OC)cc3c2-c2ccc(OCCN3CCOCC3)cc2)c1,nt,3,nt,-2,nt,nt,-2,nt,0.3%,nt,-2%
COc1ccc(NC2=NCC(Cc3ccc(Br)cc3)S2)cc1 (stereo unspecified),14,i,7%,12,-10,-8%,?,4%,-2.0%,2%,-1%
Oc1ccc2ccccc2c1/C=N/n1cnnc1,0,3,3%,-2,2,-10%,-9,10%,-0.4%,-1%,1%
CO/N=C/C(c1ccc(Cl)nc1)S(=O)(=O)c1ccccc1 (stereo unspecified),-4,4,17%,9,2,0%,0,nt,-0.7%,1%,7%
O=C(NC1CCN(S(=O)(=O)c2ccc(Cl)cc2)CC1)C1CCCCC1,-1,28,-9%,?,1,-3%,-9,-4%,0.1%,-2%,0%
COc1ccc(C2SCCN2S(=O)(=O)c2ccc(F)cc2)cc1OC (stereo unspecified),0,6,2%,11,-1,-14%,-11,-2%,0.0%,0%,2%
O=C(NCCCO)/C(=C\c1cn(-c2ccccc2)nc1-c1cccnc1)NC(=O)c1ccccc1,1,nt,14%,9,1,-4%,9,1%,-0.6%,1%,2%
O=C(Nc1ccccc1C(=O)NCCCN1CCOCC1)c1ccccc1,2,-8,-19%,1,nt,nt,-10,-2%,0.4%,6%,-2%
CCOc1ccc(C(O)(CCC(C)C)C(CN2CCOCC2)c2ccccc2)cc1 (stereo unspecified),?,2,2%,2,-3,?,-4,nt,-1.1%,-2%,-2%
CC(C)Cc1nnc(NC(=O)C23CC4CC(CC(C4)C2)C3)s1,1,-7,-1%,6,3,?,-14,nt,0.2%,nt,1%
O=Nc1ccc(NOC(=O)c2ccccc2Br)cc1,5,-4,69%[activator],-12,-2,1%,-3,-19%,-0.2%,1%,1%
c1ccc(-n2ncc3c(N4CCN(c5ccccn5)CC4)nc(N4CCCCC4)nc32)cc1,15,nt,-1%,nt,-1,-13%,nt,1%,-0.1%,-1%,-3%
Cc1cccc(OCC(=O)N/N=C/c2cccn2C)c1,14,0,1%,-2,-1,nt,29,-4%,-0.5%,5%,0%
Cc1[nH]c(=S)c(C#N)c(C)c1CC(=O)c1ccc(Br)cc1,3,14,0%,-2,-2,13%,-5,0%,0.0%,0%,0%
O=C(O)CCCNC1=NCCC1,0,-2,8%,-1,5,4%,-14,-5%,0.1%,7%,2%
CCn1ncc(C2=NOC(C(=O)NCCc3ccccc3)C2)c1C (stereo unspecified),-2,-14,-7%,13,5,-14%,6,-3%,0.2%,1%,0%
COCCCNc1nc2ccccc2nc1NS(=O)(=O)c1cc(Cl)ccc1Cl,-3,-44,9%,?,7,?,4,nt,-0.5%,-3%,-4%
O=C(Nc1ccc2oc(-c3ccncc3)nc2c1)c1ccco1,4,-1,-2%,-13,-1,0%,-8,-2%,0.1%,16%,2%
CC1CCCC(C)N1C(=O)CN1C(=O)C(C)(C)Oc2ccc(C(=O)NC3CCCC3)cc21 (stereo unspecified),29,5,7%,-6,0,-7%,1,-3%,nt,0%,nt
O=C(Nc1ccccc1)OCc1cc(-c2ccc(Cl)cc2)on1,24,-11,6%,9,0,-8%,-14,7%,-0.7%,nt,3%
CC(C)(C)/C=N/NC(=O)CNC(=O)c1ccc2c(c1)OCCO2,-5,7,16%,-17,1,-3%,1,1%,-0.4%,0%,0%
Cc1ccc(NC(=S)Nc2ccc(OC(F)F)c(Cl)c2)cc1F,-1,11,?,5,1,?,6,-14%,0.2%,2%,1%
Cc1ccc(/C=N/NC(=O)c2ccncc2)s1,?,-6,-9%,-5,1,nt,6,-4%,0.2%,0%,0%
C=CCN(CC=C)C(=O)COn1nnc2ccc(S(=O)(=O)N3CCOCC3)cc21,-1,-7,nt,1,nt,nt,-6,nt,0.3%,nt,3%
NC(=O)CSc1nnc(Cn2cnc3ccccc32)o1,-1,-14,4%,-26,-21,1%,?,-8%,0.1%,1%,1%
COc1cccc(CN2CCN(Cc3ccccc3C(F)(F)F)CC2)c1,-2,16,-6%,0,-3,?,21,0%,3.2%,0%,0%
CC(OC(=O)CCc1cc(C(C)(C)C)c(O)c(C(C)(C)C)c1)C(=O)NC1CC1 (stereo unspecified),?,2,nt,-12,nt,nt,3,nt,-0.3%,nt,-6%
CN(CC(=O)NCc1ccc2c(c1)OCO2)S(=O)(=O)c1ccc(Br)s1,-3,-1,5%,2,1,nt,2,4%,0.5%,0%,2%
O=C(Nc1ccc(CN2CCCCC2)cc1)Nc1ccc(Br)cc1Cl,-1,?,26%,12,2,?,-110*,0%,-0.1%,-2%,1%
CC1=CC(C)C2C(=O)N(c3ccccc3)NC(=O)C2C1 (stereo unspecified),2,-15,-3%,1,3,-2%,7,-8%,-3.1%,0%,-1%
O=C(CN1CCN(c2ccc(F)cc2)CC1)NCc1ccc(F)cc1,?,-6,-1%,14,4,2%,-8,nt,0.0%,-1%,-1%
CNc1ccccc(-c2ccc3ccccc3n2)c1=O,4,2,-5%,5,-13,-5%,5,9%,0.2%,nt,2%
